Compound activity (PubChem)
SARS 3CLpro inh: SARS-CoV 3CLpro protease inhibitors, primary screen, biochemical, quenched FRET. recombinant SARS-CoV 3CLpro, quenched FRET peptide cleavage. Replicase polyprotein 1ab (Severe acute respiratory syndrome coronavirus), P0C6X7. 0.14% of 290,000 active. inhibition, % at 6 µM; in the data active = inhibition above about 12%
BH1578 lux ind: inducers of Vibrio cholerae quorum light production without autoinducers, primary screen, BH1578 luxS cqsA deficient, single point | V. cholerae BH1578 lux reporter, luminescence, 6 h | activation, % at 18.7 µM | 0.16% of 350,000 active; in the data active = activation mostly above about 9.7%, no sharp cut-off; also: not every result past the cut was called active; inactives centre near 0; reference of the scale not given here
VHR inh abs: VHR1 phosphatase inhibitors, primary screen, biochemical, absorbance, uHTS; Dual specificity protein phosphatase 3 (Homo sapiens), P51452; 0.52% of 290,000 active; inhibition, % at 13.3 µM; recombinant VHR phosphatase, pNPP absorbance; in the data active = inhibition above about 50%; also: some compounds called inactive have numbers as strong as hits
Target sequence (P51452 whole entry, looked up): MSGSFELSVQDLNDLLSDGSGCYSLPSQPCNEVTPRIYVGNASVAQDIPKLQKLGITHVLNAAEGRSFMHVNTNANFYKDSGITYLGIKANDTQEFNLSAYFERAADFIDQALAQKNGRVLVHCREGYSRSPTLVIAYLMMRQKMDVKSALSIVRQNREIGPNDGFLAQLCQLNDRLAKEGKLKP
TcdB GH inh: TcdB glycohydrolase inhibitors, primary screen, biochemical, single point, plate reader; AID 652162, 2013; inhibition, % at 9.99 µM; TcdB glycohydrolase enzymatic assay; Toxin B (Clostridioides difficile), P18177; 0.24% of 350,000 active; in the data active = inhibition above about 10%
Y pestis TopoI: Yersinia pestis topoisomerase I inhibitors, primary screen, biochemical, cleavage product accumulation, plate reader, single point; DNA topoisomerase I (Yersinia pestis CO92); Y. pestis Topo-I cleavage product accumulation; activity, % at 10 µM; 0.064% of 360,000 active; in the data active = activity above about 50%, passing the limit was not always enough; also: inactives centre near 2
Rv3671c protease: Rv3671c serine protease inhibitors, primary screen, biochemical, fluorescence polarization, M. tuberculosis H37Rv; AID 2606, 2010; 0.048% of 320,000 active; inhibition, % at 5.96 µM; P9WHR9; in the data active = inhibition above about 38%;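 also: extracellular domain of Rv3671c used as enzyme; 0% = enzyme with DMSO and 100% = no enzyme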
Target sequence (P9WHR9 whole entry, looked up, the tested form may be a part): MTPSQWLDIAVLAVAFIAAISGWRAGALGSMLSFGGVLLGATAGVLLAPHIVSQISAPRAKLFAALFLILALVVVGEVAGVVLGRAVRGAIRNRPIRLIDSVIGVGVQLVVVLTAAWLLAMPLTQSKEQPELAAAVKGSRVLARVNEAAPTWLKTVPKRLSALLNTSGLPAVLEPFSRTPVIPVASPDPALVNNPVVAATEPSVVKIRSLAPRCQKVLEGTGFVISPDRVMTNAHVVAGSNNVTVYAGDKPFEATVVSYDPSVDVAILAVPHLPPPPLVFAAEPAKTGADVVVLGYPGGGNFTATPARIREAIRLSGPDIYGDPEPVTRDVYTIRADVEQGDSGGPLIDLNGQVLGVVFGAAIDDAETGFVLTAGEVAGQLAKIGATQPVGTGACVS
MazEF act: activators of E. coli MazEF toxin-antitoxin RNase, primary screen, biochemical, fluorescence, uHTS; activation, % at 20 µM; 0.32% of 350,000 active; FAM/BHQ RNA-DNA oligo cleavage fluorescence, 5 h; in the data active = activation above about 50%
Target sequence (P0AE70 whole entry, looked up): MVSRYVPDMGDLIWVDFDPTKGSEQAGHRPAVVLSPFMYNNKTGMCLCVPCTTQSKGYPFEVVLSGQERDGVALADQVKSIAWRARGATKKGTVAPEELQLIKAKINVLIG
PrPC surface inh: inhibitors of human cell surface prion protein PrPC, primary screen, cell-based, TR-FRET | Major prion protein (Homo sapiens), P04156 | TR-FRET read-out | inhibition, % at 13.8 µM | 0.43% of 370,000 active; in the data active = inhibition above about 24%; also: 0% = median of the test wells and 100% = reference compound wells
CCHF vOTU inh: CCHFV vOTU protease inhibitors, primary screen, biochemical, Pep-AMC substrate, fluorescence | Crimean-Congo hemorrhagic fever virus L polyprotein viral ovarian tumor (vOTU) protease … | inhibition, % at 11.5 µM | 0.55% of 370,000 active | AID 651958, 2012; in the data active = inhibition above about 30%; also: 0% = vehicle wells with enzyme and 100% = no enzyme wells
PriA SSB inh: inhibitors of Klebsiella pneumoniae PriA binding to SSB C-terminal tail, primary screen, biochemical, AlphaScreen. inhibition, % at 33 µM. AlphaScreen SSBct-PriA binding, biotinylated peptide. PriA–SSB C-terminal tail interaction (Klebsiella pneumoniae). 0.6% of 430,000 active; in the data active = inhibition mostly above about 37%, no sharp cut-off; inactive = mostly below about 20%;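 also: plate controls were negative control peptide for no effect and reference peptide for full effect; strong numbers were not always called active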
Active calls of the source: *; i = inactive; . = no result given; & = joins results of further samples. Only part of the results is shown; the hit share may differ from the screen's.

SMILES	SARS 3CLpro inh	BH1578 lux ind	VHR inh abs	TcdB GH inh	Y pestis TopoI	Rv3671c protease	MazEF act	PrPC surface inh	CCHF vOTU inh	PriA SSB inh
CN(C)CCOC(=O)CCc1ccccc1	-3	-0.2	-10	.	1	4	1	-1	1	-15
CCOC(=O)C1(CCOc2ccccc2)CCN(Cc2ccc(C(=O)OC)cc2)CC1	-3	i	11	0.1	24	.	5	1	0	-12
Cc1cccc(Nc2c([N+](=O)[O-])ccc3nonc23)c1C	-2	i	15	0.4	1	.	8	-1	-8	-4
N/C(=N\S(=O)(=O)c1cc(C(F)(F)F)cc(C(F)(F)F)c1)c1ccncc1	4	i	5	0.0	-12	-7	6	0	14	.
Cc1c(NC(=S)NC(=O)CSc2ccc(Cl)cc2)cccc1C(=O)O	3	-0.6	23	1.8	1	1	0	-5	8	-5
COc1ccc2c(c1)cc(C)c1nnc(SCC(=O)N(C)c3nc(-c4ccccc4)cs3)n12	-2	-0.4	3	.	1	2	-42	-3	-3	-8
O=C(NCc1cccnc1)[C@@H]1CC=C[C@@H]2CCN(Cc3ccccc3)C(=O)[C@@H]21	.	-1.6	.	-0.3	-1	2	5	-6	-2	-8
CCC(C)N(C(=O)CSc1nc(-c2cccs2)nc2ccccc12)C1CCS(=O)(=O)C1 (stereo unspecified)	.	i	.	2.0	24	.	-21	5	0	2
c1ccc(C2CC(c3ccccc3)n3ncnc3N2)cc1 (stereo unspecified)	-2	i	15	.	-6	-9	5	-1	-19	6
CCCCNC(=O)CN1C(=O)c2cccc(N)c2C1=O	6	i	34	-1.0	4	.	-34	-2	-36	-9
CC(C)n1c(SCC(=O)Nc2nncs2)nnc1C1CC1	2	2.2	10	-1.3	6	14	-2	9	-6	-17
O=C(O)CCn1cc(/C=C2\NC(=S)N(c3ccccc3)C2=O)c(-c2ccc(Br)cc2)n1	3	i	11	-4.2	22	-12	-1	-12	9	10
COc1ccc(N2CC(NC(=O)c3cccc4ccccc34)CC2=O)cc1OC (stereo unspecified)	.	-0.4	.	0.0	0	0	-1	-2	-3	1
Cc1ccc(CNC(=O)c2cc(S(=O)(=O)N3CCCC3)cn2C)cc1	2	-0.2	21	0.0	5	2	-5	11	-1	0
CCCCN1C(=O)C(=O)N(CC(=O)Nc2cc(S(=O)(=O)N(C)C)ccc2C)C1=O	.	-0.3	.	1.4	3	10	-6	-5	6	-15
O=C(c1cc2ccccc2o1)N1CCN(S(=O)(=O)c2ccccc2)CC1	.	-0.3	.	0.3	-7	.	0	7	-7	-17
Cc1cccc(C(=O)n2c(=S)nc3ccccn32)c1	4	i	17	.	0	-11	2	.	.	-9
O=C1CCN(CCc2ccccc2)CCN1[C@H](CSc1ccc(Br)cc1)Cc1ccccc1	.	i	11	0.1	6	-10	-11	-7	12	5
Cc1nc2ccc(C(=O)N3CCC(O)(Cc4ccccc4)CC3)cn2c1N(C)C(=O)CCc1ccccc1	.	-0.6	.	-0.3	26	.	.	-2	3	.
COc1ccc2c(C)nc(N/C(N)=N/S(=O)(=O)c3ccc(C)cc3)nc2c1	4	-0.6	61	1.5	8	-5	-21	6	12	.
O=C(NCCCNc1ccc([N+](=O)[O-])cc1)C(F)(F)F	3	-0.2	-8	0.6	0	0	4	-9	5	-1
CC(=O)Nc1ccc(NC(=O)C2(C)Cc3c(-c4cccc(C(N)=O)c4)ccnc3O2)cc1 (stereo unspecified)	.	i	.	0.6	-12	.	.	-1	3	.
CC(=O)OC1CCC2(C)C3CCC4(C)C(C(C)=O)CCC4C3CC3OC32C1 (stereo unspecified)	.	-4.3	.	1.2	7	.	10	-4	-3	-30
Cc1onc(-c2c(F)cccc2Cl)c1C(=O)NC(=S)NC1CCS(=O)(=O)C1 (stereo unspecified)	0	-0.5	-4	.	-1	4	-6	12	10	-1&5
CCCn1c(N)c(N2CCCCC2)c(=O)n(CC(=O)Nc2cccc(S(=O)(=O)N(C)C)c2)c1=O	.	i	.	-0.7	3	6	6	1	-7	2
O=C(N/N=C/c1ccc2c(c1)OCO2)c1ccn(Cc2ccc(Cl)cc2)n1	4	i	2	0.6	37	.	-16	16	-3	.
CN1C[C@H](C(=O)N[C@]2(C)O[C@@]3(O)[C@@H]4CCCN4C(=O)[C@H](Cc4ccccc4)N3C2=O)CC2c3cccc4[nH]cc(c34)C[C@H]21 (stereo partly specified)	.	-0.4&0.4	.	2.6&1.8	-6&-4	4&-5	3&4	-16&-19	2&8	16
c1ccc2c(c1)C(=Nn1cnnc1)c1ccccc1-2	-2	0.2	-10	.	1	1	-8	-14	12	0
O=[N+]([O-])c1ccc(N/N=C2/CCCCC2c2ccccn2)cc1 (stereo unspecified)	-4	i	9	1.3	-5	.	5	4	12	.
O=c1[nH]n(CCO)c(=O)c2cccnc12	3	-1.0	-4	-0.3	-1	-1	7	0	1	-2
CNC(=O)C(C)N1c2cccc3cccc(c23)S1(=O)=O (stereo unspecified)	1	0.3	28	0.6	8	.	-8	5	-26	-21
CCNc1nc(NCc2ccccc2)nc(Oc2ccc(=O)[nH]n2)n1	-7	-0.7	13	.	6	-2	-21	-4	11	5
O=[N+]([O-])c1[nH]cnc1/C=C/c1ccccc1	7	-0.4	14	1.4	-7	0	13	-22	-1	1
COc1ccc(-c2cn3cccnc3n2)cc1	-1	-0.4	16	0.6	2	8	7	-5	-384	-8
CCOC(=O)c1nc(Nc2cc(Cl)ccc2OC)c2ccccc2n1	4	-0.6	-5	0.7	-2	-5	15	4	-7	-12
CC(=O)N(C1=C(N2CCOCC2)C(=O)c2ccccc2C1=O)c1ccc(C(=O)O)cc1	-3	0.9	-5	-3.0	-19	-53	-3	-41	52*	6
CCOC(=O)N1CCC(NC(=O)C2CCCN(S(=O)(=O)c3cccc4nsnc34)C2)CC1 (stereo unspecified)	-2	0.6	14	.	6	1	5	-8	0	-1
O=c1c2ccccc2ncn1CCOCCOc1ccc([N+](=O)[O-])cc1	-2	0.0	21	1.6	2	-3	5	1	2	-10
O=C1c2[nH]nc(-c3ccccc3O)c2C(c2ccccc2F)N1Cc1ccco1 (stereo unspecified)	13*	-0.4	7	.	4	-20	0	-5	3	16
O=[N+]([O-])c1ccc(N2CCCCCC2)c([N+](=O)[O-])c1	0	-0.6	-4	.	12	-5	-8	-26	3	14
CCNC(=O)C(=O)Nc1cc2c3c(c1)CCN3C(=O)CC2	5	-0.4	6	0.2	-5	5	-20	0	1	-20
CC(=O)c1csc(-c2cccc(-c3nc4ccc(Cl)cn4c3NC3CCCCC3)c2)c1	.	i	.	-0.1	13	11	-5	-4	-5	11
Cc1nnc(SCc2ccc(CSc3nnc(C)c(=O)[nH]3)cc2)[nH]c1=O	3	-0.6	16	-1.2	4	11	13	4	-4	-23
O=C(C=Cc1ccccc1)c1ccc([N+](=O)[O-])cc1	.	i	.	0.4	-4	.	4	2	6	3
Cc1ccc2c(c1)[C@H]1[C@H](CO2)[C@H](c2ccccc2)[C@]2(C)C(=O)N(Cc3ccc(F)cc3)CC(=O)N12	.	i	.	0.0	-10	-7	310*	1	12	3
CCN(CC)CC(=O)Nc1ccc(-c2nc3cc(NC(=O)CN(CC)CC)ccc3o2)cc1	-3	i	18	.	-4	-1	-1	-7	-30	-2
CN(C)CCCNC(=O)C[C@H]1C[C@H](C(=O)N2CCOCC2)[C@@]2(C)c3[nH]c4cc(-c5ccco5)ccc4c3CCN2C1=O	.	-0.5	.	2.2	-27	.	7	6	-25	4
CC1(C)Cc2c(C#N)c(N3CCN(C(=O)c4ccccc4)CC3)nc(Cc3ccccc3)c2CO1	7	0.0	19	.	32	-6	2	-5	13	-11
O/N=C/c1cn(-c2ccccc2)nc1-c1ccccc1	3	i	-9	1.3	0	.	13	3	-6	.
COC(=O)Nc1ccc(S(=O)(=O)N2CCCC(C(=O)O)C2)cc1 (stereo unspecified)	4	i	6	-0.4	5	0	-13	-1	0	-18
CCc1ccc(C2c3[nH]c4ccccc4c3CCN2C(=O)CN2CCN(CC)CC2)cc1 (stereo unspecified)	-1	i	22	1.8	1	2	34	-18	-5	23
COc1cc(NS(=O)(=O)c2ccc(C)c(C)c2)c(OC)cc1Cl	-1	2.9	0	.	0	-2	-9	21	0	-17
C/C(CC1(O)C(=O)Nc2ccccc21)=N\O (stereo unspecified)	-2	.	14	1.3	8	1	-4	-2	-15	.
Cc1ccc(S(=O)(=O)N(C)Cc2nc(-c3ccc(Br)cc3)no2)cc1	1	-0.2	-18	1.1	8	-14	10	4	-3	0
COc1ccc(N2CC(C(=O)N[C@@H](C)C(=O)NC3CCCC3)CC2=O)cc1 (stereo partly specified)	3	i	6	0.4	2	-14	0	4	8	-9
Cc1cccnc1NC(=O)CCNC(=O)c1ccc(Br)cc1	-2	-0.3	24	0.8	4	.	9	-5	17	-14
Cc1ccc(C(=O)NCCc2nnc(SCC(=O)Nc3cccc(C(=O)O)c3)n2C)cc1	-2	-2.2	-2	.	7	.	5	.	.	0
O=C(CN1CCN(C(=O)c2ccco2)CC1)Nc1cc(Cl)ccc1Cl	4	i	3	.	26	-10	4	2	9	-17&-30
CN(C)c1ccc(NC(=O)CN2CCC(O)(c3ccccc3)CC2)cc1	3	-3.6	2	-2.8	1	-5	3	7	7	14
O=C(CS(=O)(=O)c1c[nH]c2ccccc12)N1CCCCC1	-4	1.3	7	.	-3	2	-17	7	-5	-1

Record cards (already shown). Order of values: SARS 3CLpro inh | BH1578 lux ind | VHR inh abs | TcdB GH inh | Y pestis TopoI | Rv3671c protease | MazEF act | PrPC surface inh | CCHF vOTU inh | PriA SSB inh
O=C(NCCCNc1ccc([N+](=O)[O-])cc1)C(F)(F)F is entered as 3 | -0.2 | -8 | 0.6 | 0 | 0 | 4 | -9 | 5 | -1
CCOC(=O)c1nc(Nc2cc(Cl)ccc2OC)c2ccccc2n1 is entered as 4 | -0.6 | -5 | 0.7 | -2 | -5 | 15 | 4 | -7 | -12
C/C(CC1(O)C(=O)Nc2ccccc21)=N\O (stereo unspecified) is entered as -2 | . | 14 | 1.3 | 8 | 1 | -4 | -2 | -15 | .
O=[N+]([O-])c1[nH]cnc1/C=C/c1ccccc1 is entered as 7 | -0.4 | 14 | 1.4 | -7 | 0 | 13 | -22 | -1 | 1

Continued.
SMILES	SARS 3CLpro inh	BH1578 lux ind	VHR inh abs	TcdB GH inh	Y pestis TopoI	Rv3671c protease	MazEF act	PrPC surface inh	CCHF vOTU inh	PriA SSB inh
NC(COCc1ccccc1)c1csc(Nc2ccc(C(=O)NCCO)cc2)n1 (stereo unspecified)	.	-0.2	.	0.3	4	.	.	1	-6	.
Cc1ccc(-n2c(C)cc(C)c(C#N)c2=O)cc1	-2	2.3	15	.	7	15	-10	2	2	-11
COc1ccc2oc(C(=O)NCCc3ccccc3)c(C)c2c1	.	-1.8	.	1.2	30	-5	-5	-1	-8	-12
CCC(C(=O)OCC(=O)NC(=O)NC(C)(C)C)c1ccccc1 (stereo unspecified)	0	0.1	7	-0.1	19	6	-3	4	13	-6
CCOC(=O)C1(C)CCCCCN1C(=O)c1ccc(Cl)nc1 (stereo unspecified)	.	-0.4	.	0.3	0	.	.	7	-3	.
